SENP1 FRET inh: SENP1 (human) catalytic domain inhibition; recombinant SENP1 catalytic domain, CyPet-SUMO1-YPet FRET cleavage; inhibition, % at 10 µM; 360,000 compounds, 0.21% hits; AID 624204;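 active means inhibition at least 30% at 10 µM, raw YFP signal under a set limit, fluorescence ratio 0.5 to 1.5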;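 further: 0% = enzyme with DMSO and 100% = no enzyme wells; some results filed as inactive read as strong as hits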
Target sequence (Q9P0U3 419-644 limits assumed): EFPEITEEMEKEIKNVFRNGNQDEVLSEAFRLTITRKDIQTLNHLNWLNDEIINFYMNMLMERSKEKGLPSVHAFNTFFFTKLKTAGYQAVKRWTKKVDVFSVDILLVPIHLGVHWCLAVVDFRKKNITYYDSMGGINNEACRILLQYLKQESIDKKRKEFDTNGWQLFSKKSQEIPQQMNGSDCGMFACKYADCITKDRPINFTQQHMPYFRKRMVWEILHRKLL
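material = recombinant human SENP1 catalytic domain, His6-tagged | quantity = 20 pM enzyme | reagent = 25 nM SUMO1 FRET substrate | compound dosing = 10 µM single point, 0.5% DMSO | timing = 50 min enzyme reaction, room temperature, light-protected | detection = FRET, CFP and YFP emission | control set = no-enzyme low, enzyme-DMSO high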
Apaf1 inhib: blocks human Apaf-1 apoptosome activity. reconstituted apoptosome caspase-3 activity, DEVD-Rh110 fluorescence. inhibition, % at 20 µM. O14727. 330,000 compounds, 0.71% hits; active means inhibition of at least 40% at 20 µM;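 further: plate controls were DMSO wells for no effect and DEVD-CHO caspase inhibitor wells for full effect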
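Material: reconstituted apoptosome with Apaf-1, cytochrome c, caspase-9, procaspase-3, dATP / Buffer or medium: pH 7.5 Hepes buffer with CHAPS, BSA, DTT / Also added: cytochrome c with DEVD-Rh110 / Schedule: compound with Apaf-1, dATP, procaspase-3 30 min, then 50 min reaction, room temperature / Technique: rhodamine 110 fluorescence at Ex 480/Em 540 nm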
SENP6 block: inhibitors of human SENP6 protease. Q9GZR1. Recombinant SENP6 catalytic domain, aminoluciferin luminescence. inhibition, % at 10 µM. 330,000 compounds, 1.8% hits;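 active means inhibition above about 50% at the single tested dose, limit read from the data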;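 further: plate controls were DMSO wells with enzyme for no effect and DMSO wells lacking enzyme for full effect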
Target sequence (Q9GZR1 628-1112 limits assumed): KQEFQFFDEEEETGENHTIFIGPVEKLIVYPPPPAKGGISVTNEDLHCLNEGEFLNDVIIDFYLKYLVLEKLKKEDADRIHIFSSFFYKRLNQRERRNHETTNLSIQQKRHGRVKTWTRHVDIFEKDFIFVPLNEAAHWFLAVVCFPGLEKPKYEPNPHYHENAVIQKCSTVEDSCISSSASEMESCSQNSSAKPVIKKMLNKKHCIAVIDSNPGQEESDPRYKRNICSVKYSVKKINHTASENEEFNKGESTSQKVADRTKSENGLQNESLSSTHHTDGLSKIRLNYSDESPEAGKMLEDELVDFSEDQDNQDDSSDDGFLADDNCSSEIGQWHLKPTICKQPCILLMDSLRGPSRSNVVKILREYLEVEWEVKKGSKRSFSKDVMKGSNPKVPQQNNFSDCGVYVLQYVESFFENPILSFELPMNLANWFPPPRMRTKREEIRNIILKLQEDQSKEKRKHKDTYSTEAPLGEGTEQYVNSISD
HKDC1 inhibitor: HKDC1 (human) hexokinase inhibition | recombinant HKDC1, G6PDH/diaphorase resazurin coupled fluorescence | 340,000 compounds, 0.16% hits | AID 493160 | Q2TB90 | inhibition, % at 20 µM;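 active means inhibition above about 35% when tested at 20 µM, limit read from the data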;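 further: plate controls were DMSO wells with enzyme for no effect and DMSO wells lacking enzyme for full effect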
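test system = in-house recombinant HK5 (HKDC1) enzyme | amount = HKDC1 at 5 µg/mL | control set = DMSO-enzyme wells negative, buffer-substituted wells positive | compound = one dose of 20 µM, 1% DMSO | schedule = reaction time 90 min, room temperature, protected from light | technique = resorufin fluorescence at 613 nm | reagent = glucose with 1 mM ATP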
PfG6PD inh: PfG6PD (Plasmodium falciparum) enzyme inhibition; PfGluPho enzyme, NADPH resazurin-diaphorase fluorescence; inhibition, % at 20 µM; 350,000 compounds, 0.78% hits; AID 504690;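 active means inhibition reaching at least a set limit at 20 µM in the primary screen, cut at about 59% in these data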;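 further: 0% = DMSO wells with substrate and 100% = DMSO wells lacking glucose-6-phosphate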
SENP7 inh: blocks the human protease SENP7. recombinant SENP7, Z-RLRGG-aminoluciferin luminescence, 40 min. inhibition, % at 5 µM. 330,000 compounds, 1.5% hits;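 active means inhibition above about 50% at the single test dose, limit read from the data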;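 further: plate controls were DMSO with enzyme for no effect and no enzyme buffer wells for full effect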
Target sequence (Q9BQF6 706-1050 limits assumed): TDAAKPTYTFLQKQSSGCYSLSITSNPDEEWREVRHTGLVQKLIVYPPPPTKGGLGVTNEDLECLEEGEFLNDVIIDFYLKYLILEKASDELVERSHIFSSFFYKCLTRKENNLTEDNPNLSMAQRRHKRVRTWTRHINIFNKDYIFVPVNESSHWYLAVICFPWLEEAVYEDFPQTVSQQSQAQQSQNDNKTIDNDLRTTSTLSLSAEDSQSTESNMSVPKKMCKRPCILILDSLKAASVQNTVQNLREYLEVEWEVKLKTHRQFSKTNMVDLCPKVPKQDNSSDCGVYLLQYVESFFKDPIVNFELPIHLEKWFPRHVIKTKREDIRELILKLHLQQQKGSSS
SENP8 block-1: inhibitors of human SENP8 protease. Q96LD8. recombinant SENP8, Nedd8 substrate fluorescence. inhibition, % at 20 µM. 360,000 compounds, 0.64% hits. AID 602440; in the data active means inhibition mostly above about 40%, no sharp cut-off; inactive means mostly below about 27%
SENP8 block-2: SENP8 protease inhibition. purified SENP8, Z-RLRGG-aminoluciferin cleavage, luminescence. Q96LD8. inhibition, % at 10 µM. AID 2540. 330,000 compounds, 1.2% hits; in the data active means inhibition above about 50%
Numbers without * were called inactive.

Results for Cc1ccc(NC(=O)CN2C(=O)N/C(=C/c3ccc4c(c3)OCCO4)C2=O)cc1 ?
SENP1 FRET inh: -5.9; Apaf1 inhib: 6.7; SENP6 block: -8.7; HKDC1 inhibitor: -6.0; PfG6PD inh: -15.9; SENP7 inh: 1.2; SENP8 block-1: -312.1; SENP8 block-2: -14.3

Results for C[C@]12c3[nH]c4ccccc4c3CCN1C(=O)C(CC(=O)NCCN1CCOCC1)C[C@@H]2C(=O)N1CCCCC1 (stereo partly drawn) ?
SENP1 FRET inh: 0.3; Apaf1 inhib: -14.7; SENP6 block: -9.1; HKDC1 inhibitor: -5.0; PfG6PD inh: -1.2; SENP7 inh: 4.3; SENP8 block-1: -2.6; SENP8 block-2: -2.1

Results for CCCCn1c(N)c(N(CCOC)C(=O)C2CCN(S(=O)(=O)c3ccc(C)cc3)CC2)c(=O)[nH]c1=O ?
SENP1 FRET inh: 1.2; Apaf1 inhib: 11.6; SENP6 block: -15.7; HKDC1 inhibitor: -3.8; PfG6PD inh: -6.7; SENP7 inh: -3.8; SENP8 block-1: 2.3; SENP8 block-2: -10.6

How did CCN(CC(=O)NCc1cccs1)CC(=O)Nc1cccc(S(N)(=O)=O)c1 do in these assays?
SENP1 FRET inh: 2.5; Apaf1 inhib: -10.0; SENP6 block: -7.3; HKDC1 inhibitor: -3.9; PfG6PD inh: 1.4; SENP7 inh: 4.9; SENP8 block-1: 11.8; SENP8 block-2: 3.7

What do the screens show for `CC1S/C(=N/N=C/c2ccco2)NC1=O` (stereo not drawn)?
SENP1 FRET inh: 4.6; Apaf1 inhib: -12.1; SENP6 block: -7.4; HKDC1 inhibitor: -4.8; PfG6PD inh: -12.3; SENP7 inh: 5.3; SENP8 block-1: 20.1; SENP8 block-2: 0.4

Results for CCOC(=O)c1c(C)[nH]c(C)c1C(=O)COC(=O)c1cc2ccccc2cc1O ?
SENP1 FRET inh: 2.4; Apaf1 inhib: 25.9; SENP6 block: -20.3; HKDC1 inhibitor: 0.1; PfG6PD inh: 103.0*; SENP7 inh: -11.5; SENP8 block-1: 5.7; SENP8 block-2: -4.8

What do the screens show for `C=CCn1c(SCC(=O)NC2CCS(=O)(=O)C2)nnc1-c1cc2c(s1)CCC(CC)C2` (stereo not drawn)?
SENP1 FRET inh: -0.1; Apaf1 inhib: 6.3; SENP6 block: 11.4; HKDC1 inhibitor: 11.0; PfG6PD inh: -11.6; SENP7 inh: -2.6; SENP8 block-1: -15.2; SENP8 block-2: 0.6

Results for CC(CNC(=O)c1ccccc1[N+](=O)[O-])NC(=O)c1ccccc1[N+](=O)[O-] (stereo not drawn) ?
SENP1 FRET inh: 2.5; Apaf1 inhib: -18.3; SENP6 block: -6.6; HKDC1 inhibitor: -0.4; PfG6PD inh: 0.7; SENP7 inh: 1.5; SENP8 block-1: 16.6; SENP8 block-2: -6.4

What do the screens show for `Cc1ccc(C2CCN(C(=S)Nc3cccc(C)c3)C2)cc1` (stereo not drawn)?
SENP1 FRET inh: 0.8; Apaf1 inhib: 11.5; SENP6 block: -8.4; HKDC1 inhibitor: 3.2; PfG6PD inh: 3.5; SENP7 inh: 5.2; SENP8 block-1: 7.5; SENP8 block-2: -10.7

Results for COc1ccc(-c2cc(C(=O)N3CC(C)CC(C)C3)c3ccccc3n2)cc1OC (stereo not drawn) ?
SENP1 FRET inh: -0.7; Apaf1 inhib: 19.7; SENP6 block: -12.8; HKDC1 inhibitor: 3.0; PfG6PD inh: 11.1; SENP7 inh: -5.1; SENP8 block-1: inactive; SENP8 block-2: -1.9

What do the screens show for `CCOc1ccccc1C(=O)NCC(=O)Nc1ccc(-c2ccccc2)cc1`?
SENP1 FRET inh: 2.0; Apaf1 inhib: -1.6; SENP6 block: 1.2; HKDC1 inhibitor: 1.4; PfG6PD inh: -16.0; SENP7 inh: 3.9; SENP8 block-1: -2.6; SENP8 block-2: 8.3

Results for CC(C)(C)C(=O)NC(=S)NCCc1ccccc1 ?
SENP1 FRET inh: 3.9; Apaf1 inhib: 12.3; SENP6 block: -15.2; HKDC1 inhibitor: -3.5; PfG6PD inh: 5.2; SENP7 inh: -1.7; SENP8 block-1: 26.7; SENP8 block-2: -1.9

How did CCOc1ccc(NC(=O)C[n+]2ccc(N(C)C)cc2)cc1 do in these assays?
SENP1 FRET inh: 0.4; Apaf1 inhib: -4.1; SENP6 block: -17.7; HKDC1 inhibitor: -10.5; PfG6PD inh: 4.7; SENP7 inh: -2.5; SENP8 block-1: 13.8; SENP8 block-2: -8.6

What do the screens show for `COCCN(C(=O)CNC(=O)c1ccco1)C(C(=O)NC1CCCC1)c1cccs1` (stereo not drawn)?
SENP1 FRET inh: 2.4; Apaf1 inhib: 5.6; SENP6 block: -6.0; HKDC1 inhibitor: -1.1; PfG6PD inh: 1.8; SENP7 inh: 2.2; SENP8 block-1: 30.4; SENP8 block-2: -3.5

How did Clc1ccccc1-c1ccc2ncnc(NCc3ccc4c(c3)OCO4)c2c1 do in these assays?
SENP1 FRET inh: 3.3; Apaf1 inhib: 18.7; SENP6 block: -1.4; HKDC1 inhibitor: -0.1; PfG6PD inh: 12.5; SENP7 inh: 10.5; SENP8 block-1: -16.8; SENP8 block-2: -1.1

What do the screens show for `CCCc1cc(=O)oc2c(C)c(OCC(=O)N3CCC(C(=O)O)CC3)ccc12`?
SENP1 FRET inh: -0.2; Apaf1 inhib: 0.7; SENP6 block: -16.2; HKDC1 inhibitor: -4.0; PfG6PD inh: -20.8; SENP7 inh: -6.3; SENP8 block-1: -180.4; SENP8 block-2: -10.0

What do the screens show for `COc1ccc(/C=C(\C#N)C(=O)OCC(=O)NCc2ccccc2Cl)cc1`?
SENP1 FRET inh: -1.6; Apaf1 inhib: 6.0; SENP6 block: -5.2; HKDC1 inhibitor: -9.6; PfG6PD inh: 3.7; SENP7 inh: 7.6; SENP8 block-1: -152.8; SENP8 block-2: 6.5

Results for Nc1oc2ccc(F)cc2c(=O)c1C=O ?
SENP1 FRET inh: -4.0; Apaf1 inhib: -4.5; SENP6 block: -2.4; HKDC1 inhibitor: -7.7; PfG6PD inh: -5.5; SENP7 inh: 3.7; SENP8 block-1: 0.7; SENP8 block-2: 1.4

Results for CC(=NNc1ccc([N+](=O)[O-])cn1)c1ccccc1 ?
SENP1 FRET inh: -28.9; HKDC1 inhibitor: -5.9; PfG6PD inh: 17.9; SENP8 block-1: -12.8

Results for CCOC(=O)N1CCN(C(=O)c2cc3cc(Br)ccc3oc2=O)CC1 ?
SENP1 FRET inh: 0.5; Apaf1 inhib: -2.7; SENP6 block: -9.8; HKDC1 inhibitor: -8.4; PfG6PD inh: 13.9; SENP7 inh: -13.3; SENP8 block-1: 6.6; SENP8 block-2: -17.7

How did COCCNC(=O)CSc1nnc(-c2ccc(C)cc2)c(-c2ccc(C)cc2)n1 do in these assays?
SENP1 FRET inh: 1.9; Apaf1 inhib: 3.3; SENP6 block: -4.7; HKDC1 inhibitor: 3.6; PfG6PD inh: -10.4; SENP7 inh: -10.6; SENP8 block-1: 12.6; SENP8 block-2: -9.1

How did CCNC(=S)N(CCc1c(C)[nH]c2ccc(C)cc12)Cc1ccco1 do in these assays?
SENP1 FRET inh: -42.2; Apaf1 inhib: 8.5; SENP6 block: 6.3; HKDC1 inhibitor: -4.1; PfG6PD inh: 21.9; SENP7 inh: 0.3; SENP8 block-1: -47.8; SENP8 block-2: 4.5

What do the screens show for `CCN(CC)S(=O)(=O)c1cccc(-c2nnc(SCCOc3ccccc3)o2)c1`?
SENP1 FRET inh: 0.9; Apaf1 inhib: 26.0; SENP6 block: 8.0; HKDC1 inhibitor: -0.9; PfG6PD inh: 12.6; SENP7 inh: 12.6; SENP8 block-1: 19.5; SENP8 block-2: 1.2

What do the screens show for `O=S(=O)(CC=CCS(=O)(=O)c1ccccc1)c1ccccc1`?
SENP1 FRET inh: 1.4; HKDC1 inhibitor: -7.9; PfG6PD inh: 2.7; SENP8 block-1: 16.2

How did Cc1ccccc1CSCC(Nc1ccc(C(=O)O)cc1[N+](=O)[O-])C(=O)O (stereo not drawn) do in these assays?
SENP1 FRET inh: 5.4; Apaf1 inhib: -3.1; SENP6 block: -5.9; HKDC1 inhibitor: -9.2; PfG6PD inh: -36.1; SENP7 inh: -7.9; SENP8 block-1: 8.3; SENP8 block-2: -8.3

What do the screens show for `CC(C)(C)C1CCC(C(=O)NCCc2ccc(S(N)(=O)=O)cc2)CC1` (stereo not drawn)?
SENP1 FRET inh: 2.1; Apaf1 inhib: 8.2; SENP6 block: 11.2; HKDC1 inhibitor: -4.6; PfG6PD inh: 7.3; SENP7 inh: 3.9; SENP8 block-1: 6.0; SENP8 block-2: -1.5

What do the screens show for `CCc1ccc2[nH]c3nc(SCc4nnc(-c5ccc(C)cc5)o4)nnc3c2c1`?
SENP1 FRET inh: -0.5; Apaf1 inhib: 11.9; SENP6 block: -3.3; HKDC1 inhibitor: 0.3; PfG6PD inh: -12.4; SENP7 inh: -7.5; SENP8 block-1: 1.6; SENP8 block-2: -1.4

How did CCOC(=O)COc1cccc2c(=O)n(CC(=O)N3CCCCC3)ccc12 do in these assays?
SENP1 FRET inh: -0.5; Apaf1 inhib: -1.7; SENP6 block: -27.5; HKDC1 inhibitor: 18.8; PfG6PD inh: 13.3; SENP7 inh: -3.8; SENP8 block-1: -44.6; SENP8 block-2: -12.4

How did COC(=O)CC1=C(C(=O)OC)C(c2cc(OC)c(OC)cc2OC)C(C#N)=C(N)O1 (stereo not drawn) do in these assays?
SENP1 FRET inh: -64.1; Apaf1 inhib: -2.9; SENP6 block: -11.4; HKDC1 inhibitor: 4.0; PfG6PD inh: 22.3; SENP7 inh: 8.5; SENP8 block-1: -11.0; SENP8 block-2: 5.3

Results for CCOC(=O)c1cc(CC)sc1NC(=O)C1CC(=O)NN1Cc1ccccc1 (stereo not drawn) ?
SENP1 FRET inh: 2.3; Apaf1 inhib: 32.5; SENP6 block: -38.5; HKDC1 inhibitor: -2.5; PfG6PD inh: 13.3; SENP7 inh: 4.6; SENP8 block-1: 18.7; SENP8 block-2: -8.4

What do the screens show for `CN(CC(=O)OCC(=O)NC(=O)c1cccn1C)S(=O)(=O)c1ccc(Cl)cc1`?
SENP1 FRET inh: -8.2; Apaf1 inhib: 6.3; SENP6 block: -0.6; HKDC1 inhibitor: 10.5; PfG6PD inh: 7.2; SENP7 inh: 14.3; SENP8 block-1: -10.1; SENP8 block-2: -3.4

What do the screens show for `COc1c(C)cc(Br)cc1C(=O)NC(=S)NCc1ccco1`?
SENP1 FRET inh: -1.2; Apaf1 inhib: 19.6; SENP6 block: -15.6; HKDC1 inhibitor: 0.4; PfG6PD inh: -12.6; SENP7 inh: 7.9; SENP8 block-1: 2.9; SENP8 block-2: -2.8

Molecules above that contain a tert-butyl group:
Results for CC(C)(C)C(=O)NC(=S)NCCc1ccccc1 ?
SENP1 FRET inh: 3.9; Apaf1 inhib: 12.3; SENP6 block: -15.2; HKDC1 inhibitor: -3.5; PfG6PD inh: 5.2; SENP7 inh: -1.7; SENP8 block-1: 26.7; SENP8 block-2: -1.9

What do the screens show for `CC(C)(C)C1CCC(C(=O)NCCc2ccc(S(N)(=O)=O)cc2)CC1` (stereo not drawn)?
SENP1 FRET inh: 2.1; Apaf1 inhib: 8.2; SENP6 block: 11.2; HKDC1 inhibitor: -4.6; PfG6PD inh: 7.3; SENP7 inh: 3.9; SENP8 block-1: 6.0; SENP8 block-2: -1.5
